Source: PubChem BioAssay
PGC1a acetyl inh – lowers PGC1a acetylation signal in U2OS cells. AlphaScreen anti-acetyl-lysine; with virally co-expressed GCN5 acetyltransferase. inhibition, % at 15.6 µM. hit rate 0.17% among 350,000. AID 651687;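 active means every replicate shows inhibition of at least 40%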;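 further: 0% = neutral control wells and 100% = positive control wells; some results beyond the cut were filed as inactive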
Statin myotox sup – protects C2C12 myotubes from simvastatin toxicity; hit rate 0.78% among 330,000; AID 602340; rescue of ATP level, % at 7.49 µM; ATP luminescence, 48 h; scaled: DMSO 0, geranylgeraniol control 100;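 active means mean ATP rescue above about 67%, or every replicate alone reaching that limit, limit read from the data, passing the limit was not always enough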;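 further: myotubes were challenged with 10 µM simvastatin during compound exposure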
LGR2 antag – Drosophila LGR2 receptor signaling inhibition; inhibition, % at 9.99 µM; hit rate 0.35% among 380,000; HEK293 LGR2, CRE-luciferase, bursicon-stimulated, 4 h;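 active means drop in luminescence signal, shown as inhibition above about 50% in the replicate tests, limit read from the data, passing the limit was not always enough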;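 further: agonist challenge used bursicon conditioned medium at about half maximal strength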
ARNT-TACC3 inh – ARNT/TACC3 interaction disruption | Q9Y6A5 | AlphaScreen His-ARNT PAS-B/GST-TACC3 binding, luminescence; TACC3 fragment carries E629A point mutation | inhibition, % at 9.99 µM | hit rate 0.66% among 390,000;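 active means mean inhibition of replicates at least 50% and at least half of replicates each reaching 50%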;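 further: 0% = complete ARNT plus TACC3 wells and 100% = ARNT alone without TACC3; many hits fall short of the cut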
PglD inh – blocks C. jejuni PglD acetyltransferase activity. purified PglD enzyme, DTNB colorimetric CoA detection. inhibition, % at 12.5 µM. hit rate 0.098% among 360,000. AID 602405; in the data active means inhibition above about 16%, passing the limit was not always enough; further: strong numbers were not always called active
PAX8 reporter – inhibitors of PAX8 transcriptional activity in RMG-I cells. RMG-I TPO-luciferase reporter, SteadyGlo, 24 h. inhibition, % at 12.6 µM. hit rate 1.2% among 360,000. AID 652154;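 active means mean replicate inhibition at least 60% with every replicate also reaching 60%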;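 further: luciferase light reporting Pax8 driven TPO promoter activity; plate controls were median of neutral control wells for no effect and mitoxantrone controls for full effect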
Cneo AK release – Cryptococcus neoformans lysis via adenylate kinase release | hit rate 0.2% among 360,000 | lysis activity, % at 15 µM | C. neoformans lysis, adenylate kinase release luminescence, 4 h; normalised: neutral wells 0, clomiphene wells 100;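 active means mean lysis activity across replicates of at least 80%, whatever share of replicates individually reach that level; inactive means mean lysis activity below 80%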
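Test system: log-phase Cryptococcus neoformans yeast cells; Quantity: yeast cell density of 5 × 10^6 cells/mL; Buffer or medium: YPD; Doses: single compound concentration per well; Timing: 4 h at 37 °C static, read 1 h later; Measured by: AK luminescence; Read-out basis: lysis from increased AK signal; Control set: Clomiphene as positive control.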
INS-1E GSIS act – GLuc luminescence reporter in INS-1E cells, primary screen for activators of glucose-dependent secretion of insulin; INS-1E GLuc reporter insulin secretion, 2-3 h; activation, % at 16.6 µM; hit rate 0.61% among 370,000; AID 743287;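 active means lowest replicate activation of at least 40%, so every replicate reaches that level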;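 further: 0% = median of neutral control wells and 100% = median of IBMX positive control wells; some compounds called inactive have numbers as strong as hits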
Starred values were filed as active, the others as inactive; x = no result given.

SMILES | PGC1a acetyl inh | Statin myotox sup | LGR2 antag | ARNT-TACC3 inh | PglD inh | PAX8 reporter | Cneo AK release | INS-1E GSIS act
CCCCC(=O)N=c1sc2c(OC)ccc(OC)c2n1C | 0 | x | -12 | -37 | 1 | -4 | 0 | 18
CC(OC(=O)C1CCC1)C(=O)Nc1cc(Cl)cc(Cl)c1 (stereo not drawn) | x | 22 | 12 | -4 | 5 | 17 | 6 | -56
COC(=O)Cc1c(C)nc2nc(-c3ccccc3)[nH]n2c1=O | 43 | 3 | x | -6 | 7 | x | -3 | x
O=C(C[C@@H]1CC[C@@H]2[C@H](COC[C@@H](O)CN2Cc2ccc(Cl)cc2)O1)NCCc1ccccc1 | -15 | 40 | 0 | 7 | 1 | 39 | -1 | -16
Cc1noc(C)c1CN1C(=O)c2ccc([N+](=O)[O-])cc2C1=O | 24 | 8 | -1 | 1 | -5 | 7 | -1 | 8
C[C@@H]1CN([C@H](C)CO)C(=O)c2cc(NS(=O)(=O)c3ccc(F)cc3)ccc2O[C@@H](C)CCCCO[C@@H]1CN(C)S(=O)(=O)c1cccs1 | -3 | x | 13 | -4 | 2 | 12 | 7 | -8
COc1ccc(C(=O)OCC(=O)NCCCc2ccccc2)c(OC)c1 | x | -2 | 2 | -11 | -1 | 15 | -1 | 10
CC(C)CC(N)c1csc(NC(=O)Nc2ccccc2Cc2ccccc2)n1 (stereo not drawn) | x | -2 | -5 | x | 0 | -3 | 0 | -9
CC(C)OCCCNC(=O)C1CCC(=O)N1C1CCCC1 (stereo not drawn) | -23 | 27 | 0 | -13 | 8 | x | 0 | -7
COc1ccc(CN(C)C[C@@H]2OCCCC[C@H](C)Oc3ccc(NC(=O)Nc4ccccc4)cc3C(=O)N([C@H](C)CO)C[C@H]2C)cc1 | 1 | x | 4 | 1 | -1 | -6 | 4 | -32
O=C(c1ccccc1)N1CCCC(C(=O)N2CCCCC2)C1 (stereo not drawn) | 1 | -6 | 14 | -34 | -7 | -4 | -4 | 13
S=c1[nH]ncc2ccccc12 | -3 | 12 | -12 | 2 | 5 | x | 1 | -3
O=C(C[C@@H]1C[C@@H]2c3cc(NS(=O)(=O)c4ccc(F)cc4)ccc3O[C@@H]2[C@@H](CO)O1)NCc1ccc(Oc2ccccc2)cc1 | -7 | -41 | 46 | 2 | -2 | 106* | 2 | -22
CCCCOc1ccc(-c2cc(C(=O)NNC(=S)NCC)c3ccccc3n2)cc1 | 12 | x | x | -3 | -9 | x | -4 | 14
CC(C)NC(=O)N1[C@H](CO)[C@@H]2c3ccccc3N(C(=O)Nc3cccc(Cl)c3)C[C@@H]21 | -4 | 6 | -5 | -2 | 0 | -12 | -2 | -11
O=C(COC(=O)/C=C/c1cccc(F)c1)Nc1ccc2[nH]c(=O)[nH]c2c1 | 7 | -7 | -4 | x | -4 | -4 | 0 | 2
O=C(C1CCC1)N1CC(=O)N2[C@@H](CO)[C@H](c3ccc(C#CCc4ccccc4)cc3)[C@@H]2C1 | -8 | x | -6 | x | x | 7 | x | -13
C[C@@H]1CN([C@H](C)CO)C(=O)c2cc(C#CCc3ccccc3)cnc2O[C@H]1CN(C)Cc1cccc(F)c1 | -12 | 30 | -4 | 10 | 1 | x | -1 | -28
C[C@@H]1CN([C@@H](C)CO)C(=O)c2cc(NC(=O)NC3CCCCC3)ccc2O[C@@H]1CN(C)Cc1ccc(Cl)c(Cl)c1 | -1 | x | 2 | -5 | -1 | x | -3 | -8
Cc1ccc(/C=C2/NC(=O)N(Cc3ccc(Br)cc3)C2=O)o1 | -42 | x | 2 | -5 | -7 | -7 | 7 | 57*
COc1ccccc1Nc1c([N+](=O)[O-])cncc1[N+](=O)[O-] | -4 | -3 | -1 | -1 | x | 12 | x | -2
O=c1c2cc(F)ccc2[nH]c(=S)n1CCCN1CCOCC1 | -15 | 2 | x | 40 | -3 | x | 1 | x
COCC#Cc1cnc2c(c1)C(=O)N([C@@H](C)CO)C[C@H](C)[C@@H](CN(C)C(=O)Cc1ccncc1)O2 | 8 | 11 | 5 | -1 | 2 | x | -5 | 20
CCCCn1nnc(NC(=O)c2ccc(-c3cccc(Cl)c3)o2)n1 | 6 | 6 | x | 6 | 0 | x | 6 | x
Cc1ccc(C)c(NC(=O)CSc2nnc(CCCCCNC(=O)OC(C)(C)C)o2)c1 | x | -9 | x | -4 | 1 | 0 | 0 | x
Oc1c(I)cc(Cl)c2cccnc12 | 21 | -17 | x | 6 | 1 | 79* | 2 | x
CCOC(=O)c1[nH]c(C)c(C(=O)OCC(=O)NCc2ccc(Cl)cc2)c1C | -4 | 1 | -19 | -6 | -1 | 2 | 0 | -1
O=C(c1cccc(S(=O)(=O)N2CCOCC2)c1)N1CCCC(C(F)(F)F)C1 (stereo not drawn) | 9 | 2 | 3 | 2 | -1 | 8 | 0 | 5
CCCSc1nnc(NC(=O)CCc2ccccc2)s1 | -7 | 3 | -19 | 1 | -3 | -9 | 1 | 0
CCN1CCN(Cc2nc3c(c(=O)n(C)c(=O)n3C)n2CC(=O)c2ccccc2)CC1 | x | 4 | 11 | -3 | -1 | 5 | -1 | 8
CC1(C)COC(c2cccn2Cc2ccc(F)cc2Cl)=N1 | -17 | -14 | x | -7 | 8 | 6 | 0 | x
CC(O)C(=O)N/N=C/c1cccc(Cl)c1Cl (stereo not drawn) | -2 | -4 | x | -6 | -5 | -78 | -1 | 25
Cc1nn(C(=O)CCC(=O)NCc2ccc(OC(C)C)cc2)c2ccccc12 | 9 | 5 | 1 | x | 1 | -6 | 0 | 2
O=C(CC1CC1)N[C@@H]1CC[C@H](CCNS(=O)(=O)c2ccc(F)cc2)O[C@@H]1CO | 0 | -9 | -10 | -3 | -1 | -4 | 5 | 0
COc1ccccc1/C=C/C(=O)N1CCOCC1 | 3 | -5 | x | 13 | 0 | 9 | 0 | x
O=C(O)C1=C[C@H](c2ccc(F)cc2)C[C@H](OCCCCO)O1 | -4 | -12 | 10 | x | 3 | 7 | 1 | 9
CCCn1c(=N)c(C(=O)NCC2CCCO2)cc2c(=O)n3cccc(C)c3nc21 (stereo not drawn) | 4 | -15 | x | 7 | -3 | x | 2 | x
COc1cccc(NC(=O)CN(C)C(=O)c2cc3ccccc3cc2OC)c1 | -8 | 2 | -8 | 33 | 4 | 14 | 0 | -6
O=C(Nc1cccc(C(F)(F)F)c1)C1CCCO1 (stereo not drawn) | x | x | 8 | 0 | x | 1 | x | -3
N#CCCn1cc(C(=O)Nc2ccc(C(=O)O)cc2)c(-c2cccc(Br)c2)n1 | 13 | 6 | -9 | 1 | -2 | 11 | -1 | -2
C[C@@H]1CCCCO[C@@H](CN(C)CC2CC2)[C@@H](C)CN([C@H](C)CO)C(=O)c2cc(NC(=O)CCCN(C)C)ccc2O1 | 1 | x | -9 | 35 | 4 | -28 | -12 | 15
NC(=O)CC(NC(=O)c1ccccc1)c1ccc(N2CCCCCCC2)c([N+](=O)[O-])c1 (stereo not drawn) | 6 | 2 | 7 | x | -7 | 19 | -1 | -67
COc1ccc2c(c1)c(CC(=O)Nc1ccc(C)cc1)c(C)n2C(=O)c1ccc(Cl)cc1 | -22 | 51 | 6 | -4 | 6 | x | 2 | -33
CSc1nc(N2CCCC2)c2c(c1C#N)CC(C)(C)OC2 | -1 | -2 | x | 0 | x | -8 | -3 | x
Cc1c(C(=O)NCCSCc2ccc(F)cc2)cnn1-c1ccc(Cl)cc1 | 4 | x | -11 | -1 | 6 | -8 | 1 | -2
CCOC(=O)CCN(Cc1sccc1C)S(=O)(=O)c1ccc(F)cc1 | -14 | x | 1 | -7 | x | x | x | -15
CN(C)C(=O)c1cc2c(c(-c3cccc(C4=CCCCC4)c3)n1)[C@@H](CCO)N(S(=O)C(C)(C)C)C2 (stereo partly drawn) | 1 | -11 | -8 | x | 3 | 5 | -8 | 0
COc1ccc(/C=N/OC(=O)Nc2ccccc2)cc1[N+](=O)[O-] | x | x | -41 | -4 | x | -69 | x | 7
O=C(CSc1nc2scc(-c3ccccc3)c2c(=O)[nH]1)N1CCCCC1 | 3 | 1 | 0 | x | -5 | -10 | -5 | -16
CCn1cnc2c1c(=O)n(CC(=O)NN)c(=O)n2Cc1ccccc1 | 0 | 0 | -6 | -3 | 1 | -12 | 2 | -6
CCC(=O)N1[C@H](CO)[C@H](c2ccccc2)C12CN(C(=O)Nc1ccccc1F)C2 | -2 | x | -27 | x | x | -13 | x | -6
CCCSc1ccc([C@@H]2[C@H]3C(=O)N(C)C(=O)[C@H]3[C@]3(C(=O)OC)CCCN23)cc1OC | 2 | -4 | 8 | 0 | 7 | 2 | -2 | x
CC1=C(C(=O)N2CCOCC2)C(c2cccs2)NC(=O)N1 (stereo not drawn) | 6 | 4 | x | 1 | 5 | x | 3 | x
Cc1ccc(N(CC(=O)NC2CCCC2)C(=O)CCC(=O)Nc2nc(C)cs2)cc1 | x | -19 | -1 | -6 | 3 | -1 | 8 | 2
COc1ccc(S(=O)(=O)N(C)CC(=O)N2CCN(c3ccc(F)cc3)CC2)cc1OC | 0 | 8 | x | 1 | 1 | x | -3 | x
CCOCCN(C=O)c1cccc(OC)c1 | 5 | -7 | x | 0 | -5 | x | -1 | x
CN(C)c1ccc(Sc2nnc(NC(=O)Nc3ccc(Cl)cc3Cl)s2)cc1 | 10 | -24 | 17 | 4 | 1 | 14 | 0 | 28
COc1ccc(CNC(=O)C[C@@H]2C=C[C@@H](NC(=O)Nc3ccc4c(c3)OCO4)[C@@H](CO)O2)cc1 | -2 | 2 | 11 | -5 | -2 | -1 | -2 | 1
C[C@H]1CN([C@@H](C)CO)C(=O)c2cc(/C=C/c3ccccc3)cnc2O[C@H]1CN(C)Cc1ccncc1 | -1 | 0 | 19 | -1 | 3 | x | 51 | 10
O=C(O)/C=C/S(=O)(=O)c1ccc2ccccc2c1 | -19 | x | -6 | 0 | -1 | 11 | 0 | -29

Given as labelled records: part of the list above
CCn1cnc2c1c(=O)n(CC(=O)NN)c(=O)n2Cc1ccccc1
  PGC1a acetyl inh = 0 | Statin myotox sup = 0 | LGR2 antag = -6 | ARNT-TACC3 inh = -3 | PglD inh = 1 | PAX8 reporter = -12 | Cneo AK release = 2 | INS-1E GSIS act = -6
CCC(=O)N1[C@H](CO)[C@H](c2ccccc2)C12CN(C(=O)Nc1ccccc1F)C2
  PGC1a acetyl inh = -2 | Statin myotox sup = x | LGR2 antag = -27 | ARNT-TACC3 inh = x | PglD inh = x | PAX8 reporter = -13 | Cneo AK release = x | INS-1E GSIS act = -6
CCCSc1ccc([C@@H]2[C@H]3C(=O)N(C)C(=O)[C@H]3[C@]3(C(=O)OC)CCCN23)cc1OC
  PGC1a acetyl inh = 2 | Statin myotox sup = -4 | LGR2 antag = 8 | ARNT-TACC3 inh = 0 | PglD inh = 7 | PAX8 reporter = 2 | Cneo AK release = -2 | INS-1E GSIS act = x
CC1=C(C(=O)N2CCOCC2)C(c2cccs2)NC(=O)N1 (stereo not drawn)
  PGC1a acetyl inh = 6 | Statin myotox sup = 4 | LGR2 antag = x | ARNT-TACC3 inh = 1 | PglD inh = 5 | PAX8 reporter = x | Cneo AK release = 3 | INS-1E GSIS act = x

(next part)
SMILES | PGC1a acetyl inh | Statin myotox sup | LGR2 antag | ARNT-TACC3 inh | PglD inh | PAX8 reporter | Cneo AK release | INS-1E GSIS act
COC(=O)c1sc(N)c(C(=O)OC)c1Cn1ncc(Cl)c(Cl)c1=O | x | 9 | 4 | 52* | 2 | 63* | 9 | -3
COc1cc(C(=O)NCc2cccc(Cl)c2)ccc1OCC(=O)N1CCOCC1 | x | x | -11 | -3 | x | -2 | x | -2
CSc1ccccc1NC(=O)CN(Cc1ccccc1)S(C)(=O)=O | -8 | 0 | x | -5 | -5 | x | 0 | x
COC(C[C@@H](O)C[C@@H](O)[C@H](C)OCc1ccccc1)OC | 23 | x | -5 | 7 | 1 | -4 | -1 | 10
Cc1ccc(-n2ncc3c(=O)[nH]c(SCC(=O)N4CCCc5ccccc54)nc32)cc1 | 5 | x | x | -2 | -1 | x | 5 | x
